# Screening results: PubChem, several laboratories
# SUMO1-SIM PPI – SUMO1-SIM interaction modulation. SUMO1 binding to a labelled peptide, TR-FRET, 1 h. inhibition, % at 20 µM. 360,000 tested, 0.33% active. P63165; in the data active means inhibition above about 37%
# MsrA act – bovine methionine sulfoxide reductase A activation | AID 602163 | activation, % at 10.6 µM | purified bovine MsrA, absorbance read-out | 360,000 tested, 0.3% active; in the data active means activation above about 7.5%;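 further: 0% = vehicle and 100% = reference activator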
# MsrA inh – bovine MsrA inhibition | purified bovine MsrA, absorbance read-out | inhibition, % at 15.5 µM | 360,000 tested, 0.75% active | AID 651718; in the data active means inhibition above about 4.5%;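 further: 0% = vehicle wells with enzyme and 100% = reference inhibitor wells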
# LMPTP inh – blocks human LMPTP phosphatase | inhibition, % at 20 µM | P24666 | 360,000 tested, 0.22% active | recombinant LMPTP-A, OMFP fluorogenic substrate, fluorescence intensity;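 active means compounds that cut the enzyme signal by at least half of the control window in the single-dose screen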;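 further: plate controls were DMSO wells with enzyme plus substrate for no effect and substrate without enzyme for full effect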
#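 Test system – LMPTP-A enzyme · Amount – LMPTP-A at 0.625 nM final in the reaction · Buffer or medium – Bis-Tris pH 6.0, DTT, detergent · Reagent – OMFP 400 µM · Doses – single 20 µM dose · Schedule – reaction 50 min, room temperature, dark · Detection – fluorescence intensity of OMFP turnover product · Evaluation – percent inhibition versus substrate-only and uninhibited controls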
# NRP1-CendR mod – modulators of CendR peptide binding to human neuropilin-1. O14786. inhibition, % at 25 µM. 360,000 tested, 0.85% active. AID 602438. FAM-RPARPAR peptide binding to NRP-1, fluorescence polarization;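 active means inhibition or corrected inhibition above about 18%, plus a signal ratio from 0.5 to 1.5, limit read from the data, passing the limit was not always enough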; further: strong numbers were not always called active
# Target sequence (O14786 whole entry, looked up): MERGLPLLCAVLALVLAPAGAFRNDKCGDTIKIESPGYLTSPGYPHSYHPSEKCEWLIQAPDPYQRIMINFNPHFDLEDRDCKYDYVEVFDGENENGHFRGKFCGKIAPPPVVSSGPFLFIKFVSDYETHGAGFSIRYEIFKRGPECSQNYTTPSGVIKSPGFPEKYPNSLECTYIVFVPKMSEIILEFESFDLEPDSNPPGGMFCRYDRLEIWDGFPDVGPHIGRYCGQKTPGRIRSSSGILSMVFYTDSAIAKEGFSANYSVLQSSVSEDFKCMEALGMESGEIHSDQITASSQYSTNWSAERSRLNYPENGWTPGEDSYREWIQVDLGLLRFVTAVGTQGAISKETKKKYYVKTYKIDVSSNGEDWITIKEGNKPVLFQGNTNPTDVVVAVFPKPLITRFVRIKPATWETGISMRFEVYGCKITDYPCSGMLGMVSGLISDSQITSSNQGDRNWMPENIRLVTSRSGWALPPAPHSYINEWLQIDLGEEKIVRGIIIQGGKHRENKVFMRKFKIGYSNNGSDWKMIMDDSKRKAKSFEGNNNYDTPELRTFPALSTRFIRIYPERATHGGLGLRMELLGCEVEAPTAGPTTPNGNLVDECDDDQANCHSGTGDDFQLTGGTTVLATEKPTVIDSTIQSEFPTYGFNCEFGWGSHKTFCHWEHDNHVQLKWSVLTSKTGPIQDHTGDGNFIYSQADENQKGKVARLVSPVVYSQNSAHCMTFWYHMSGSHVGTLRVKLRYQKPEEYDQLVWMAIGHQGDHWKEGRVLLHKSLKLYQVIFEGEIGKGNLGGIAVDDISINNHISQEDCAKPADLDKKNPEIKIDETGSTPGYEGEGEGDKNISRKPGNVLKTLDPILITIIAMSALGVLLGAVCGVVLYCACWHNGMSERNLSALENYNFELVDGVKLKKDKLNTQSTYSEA
# E coli Lon inh – inhibits E. coli Lon protease | P0A9M0 | purified E. coli Lon protease, fluorescence polarization | inhibition, % at 7.94 µM | 360,000 tested, 0.42% active; in the data active means inhibition above about 13%, passing the limit was not always enough;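 further: 0% = enzyme with probe and DMSO and 100% = no enzyme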
# Scp1 inh – blocks human Scp-1 phosphatase activity; Recombinant Scp1, phosphopeptide, malachite green phosphate absorbance; 340,000 tested, 0.88% active; Q9GZU7; inhibition, % at 20 µM; AID 493091;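 active means inhibition above about 50% at 20 µM, limit read from the data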;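 further: plate controls were DMSO wells with enzyme for no effect and wells lacking enzyme for full effect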
#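 Material: truncated SCP-1 phosphatase (76-261aa) / Buffer or medium: 50 mM Tris acetate pH 5.5, 0.005% Tween-20, 10 mM MgCl2 / Compound dosing: one concentration, 20 µM, with 1.0% DMSO / Incubation: 45 min room-temperature reaction, 5 min colour, 30 min stabiliser / Detection: colorimetric free-phosphate detection, absorbance 630 nm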
# DNMT1 inh – DNMT1 (human) enzyme inhibition; 360,000 tested, 0.83% active; DNMT1 molecular beacon, Hinp1I cleavage, fluorescence; inhibition (reported as % activation of signal), % at 10 µM; in the data active means inhibition above about 50%
# Tb MetRS inh – blocks T. brucei methionyl-tRNA synthetase activity; purified T. brucei MetRS, ATP depletion, Kinase-Glo luminescence; inhibition, % at 11.9 µM; 360,000 tested, 0.4% active; AID 624268;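 active means inhibition above a per-plate cutoff of the control wells' mean inhibition plus 3 SD, cut at about 5.5% in these data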;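 further: 0% = DMSO wells median and 100% = median of wells with control inhibitor compound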
#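 Material: T. brucei methionyl-tRNA synthetase, purified; reagent: substrates ATP, L-methionine and bulk Escherichia coli tRNA; dosing: 11.9 µM single point; timing: 15 min plus 2 h at 25 °C; detection: luminescence of leftover ATP; evaluation: % inhibition; control set: DMSO-only wells as low control; replicates: singlicate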
# STEP inh – inhibitors of human striatal-enriched phosphatase STEP; inhibition, % at 20 µM; AID 588621; recombinant STEP, OMFP fluorogenic substrate, fluorescence; 360,000 tested, 0.25% active;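 active means inhibition at 20 µM, scaled per plate between control wells, above about 37%, limit read from the data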;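 further: 0% = DMSO with enzyme and substrate and 100% = substrate only without enzyme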
#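 Assay system: isolated STEP enzyme. Buffer or medium: pH 6.0 Bis-Tris with DTT and Tween 20. Also added: fluorogenic phosphatase substrate OMFP at 25 µM final. Dosing: 20 µM, 1% DMSO. Timing: 20 min reaction, room temperature, in the dark. Measured by: fluorescence intensity, excitation 480 nm, emission 540 nm. Evaluation: normalized % inhibition.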
# * = called active by the depositor; nt = no result given; & = joins results of further samples. These rows are one share of the data (hit frequency here may not be typical).
structure,SUMO1-SIM PPI,MsrA act,MsrA inh,LMPTP inh,NRP1-CendR mod,E coli Lon inh,Scp1 inh,DNMT1 inh,Tb MetRS inh,STEP inh
O=C(Nc1ccc(C(=O)O)c(O)c1)c1ccccc1,1,-5,0.3,-1.2,1,-2,-5,0,-0.5,0
Cc1cccc2c1NC(=O)/C2=C\C(=O)c1cccs1,0,-1,-1.4,0.5,-2,4,-11,0,0.4,3
COC(c1ccccc1)(c1ccccc1)C(Oc1nc(C)cc(C)n1)C(=O)O (stereo not drawn),13,-2,0.9,-0.9,9,-1,-8,3,-0.3,-3
COc1ccc(CN2CCN(C(c3ccc(F)cc3)c3ccc(F)cc3)CC2)c(OC)c1OC,-2,-1,-1.0,2.1,-2,3,-9,-13,-1.5,2
NC(N)=NC(=O)Cc1c(Cl)cccc1Cl,5,-7,-0.8,2.7,-1,-10,-6,0,-1.7,2
NNC(=O)CP(=O)(c1ccccc1)c1ccccc1,-4,-7,-1.8,-1.0,-12,-4,5,0,-1.9,-3
COc1ccc(/C=C/C(=O)O)cc1,2,-1,0.3,-0.8,3,-2,4,-20,-1.8,-1
O=C1Cc2c([nH]c3ccc([N+](=O)[O-])cc23)-c2ccccc2N1,15,-2,0.0,22,-14,-6,20,12,-0.4,9
Cc1[nH]c2ccccc2c1/C=N/NC(N)=S,0,-3,5.8*,0.8,9,1,17,0,-0.1,-1
Cn1c(=O)c2c(ncn2CCO)n(C)c1=O,6,-2,1.9,-1.7,-4,-3,-14,0,-0.5,-2
CC(=O)Nc1ccccc1,-2,-3,-1.1,-0.5,-4,-1,-9,1,0.4,2
CCCOC(=O)c1ccc(O)cc1,-2,-2,0.3,-0.4,14,-6,-7,-6,-0.4,0
C=C1c2cccc(O)c2C(O)=C2C(=O)[C@]3(O)C(O)=C(C(N)=O)C(=O)[C@@H](N(C)C)[C@@H]3[C@@H](O)[C@H]12,72*,-4,1.9,88*,13,10,39,90*,0.8,25
CCCCC1C(=O)N(c2ccccc2)N(c2ccccc2)C1=O,10,0,-0.7,-1.1,-2,-9,-14,1,-0.9,-1
O=c1cc(-c2ccc(O)cc2)oc2cc(O[C@@H]3O[C@H](CO)[C@@H](O)[C@H](O)[C@H]3O[C@@H]3OC[C@](O)(CO)[C@H]3O)cc(O)c12,-9,-2,5.3*,-3.7,1,-6,1,7,0.2,0
COc1ccc2nc(NC(=O)Nc3ccccc3)sc2c1,9,1,-1.1,0.4,-1,-3,-1,1,2.1,0
Cc1cccc(C)c1NC(=O)C1CCCCN1C (stereo not drawn),2,-5,1.4,-2.0,2,-1,-6,-1,-1.0,-2
COc1cc2nc(N3CCN(C(=O)[C@H]4COc5ccccc5O4)CC3)nc(N)c2cc1OC,10,-2,-0.8,7.2,-17,-9,-9,-3,-0.4,-3
COc1ccc2ccc(=O)oc2c1,4,-2,3.1,-1.2,-2,-6,4,-2,0.0,2
CCn1cc(C(=O)O)c(=O)c2cc(F)c(N3CCNCC3)nc21,-3,-2,0.5,0.1,-11,-7,-14,1,-0.7,1
Nc1ncnc2nc[nH]c12,-1&2&20,-7&-2&-8,-0.4&0.3&1.1,-2.8&0.0&-0.2,-5&-16&4,-1&-7&-9,-9&-6&12,1&2&-1,-1.0&-0.4&-2.4,-1&0&0
Cc1cc(C)cc(OCC2CNC(=O)O2)c1 (stereo not drawn),-4,-1,-0.2,-0.1,-1,-9,nt,2,-0.1,4
COc1ccc(/C=N/NC(=O)c2ccncc2)cc1OC,-3,-6,2.1,-0.3,2,0,-5,0,-0.5,0
C[C@@H]1C[C@H]2[C@@H]3C[C@H](F)C4=CC(=O)C=C[C@]4(C)[C@@]3(F)[C@@H](O)C[C@]2(C)[C@@]1(O)C(=O)COC(=O)C(C)(C)C,2,-6,-0.1,1.4,2,-9,-9,-4,-1.7,-2
CNc1c2c(nn1C)CCCC2,2&-1,-1&-1,-0.5&2.6,-1.3&-1.9,-14&10,1&-4,-4&29,-2&7,0.8&-0.5,-1&-5
CC1OC(CC(=O)O)CC2=C1C(=O)c1c(O)cccc1C2=O (stereo not drawn),-6,67*,9.9*,17,35*,17,7,30,-0.1,26
CN(C)CCOc1ccccc1Cc1ccccc1,4,-2,-0.8,-1.2,-12,4,-9,-1,-0.2,-1
O=c1ccn([C@H]2C[C@H](O)[C@@H](CO)O2)c(=O)[nH]1,1,-7,0.1,-2.5,-10,-9,7,12,0.2,1
COC(=O)C1=CO[C@@H](OC2OC(CO)C(O)C(O)C2O)[C@@H]2[C@@H](C)[C@@H](O)C[C@H]12 (stereo partly drawn),-5,0,0.2,-1.0,10,4,12,-3,0.8,2
COc1cc([C@H]2Oc3cc([C@H]4Oc5cc(O)cc(O)c5C(=O)[C@@H]4O)ccc3O[C@@H]2CO)ccc1O,12,-2,1.3,0.6,-5,-2,-14,-37,0.2,-4

# Arranged by length of the SMILES (lowest first): some entries from above
structure,SUMO1-SIM PPI,MsrA act,MsrA inh,LMPTP inh,NRP1-CendR mod,E coli Lon inh,Scp1 inh,DNMT1 inh,Tb MetRS inh,STEP inh
CCCOC(=O)c1ccc(O)cc1,-2,-2,0.3,-0.4,14,-6,-7,-6,-0.4,0
CN(C)CCOc1ccccc1Cc1ccccc1,4,-2,-0.8,-1.2,-12,4,-9,-1,-0.2,-1
Cc1cccc(C)c1NC(=O)C1CCCCN1C (stereo not drawn),2,-5,1.4,-2.0,2,-1,-6,-1,-1.0,-2
NNC(=O)CP(=O)(c1ccccc1)c1ccccc1,-4,-7,-1.8,-1.0,-12,-4,5,0,-1.9,-3
COc1ccc(/C=N/NC(=O)c2ccncc2)cc1OC,-3,-6,2.1,-0.3,2,0,-5,0,-0.5,0
CC1OC(CC(=O)O)CC2=C1C(=O)c1c(O)cccc1C2=O (stereo not drawn),-6,67*,9.9*,17,35*,17,7,30,-0.1,26
COC(c1ccccc1)(c1ccccc1)C(Oc1nc(C)cc(C)n1)C(=O)O (stereo not drawn),13,-2,0.9,-0.9,9,-1,-8,3,-0.3,-3
COc1ccc(CN2CCN(C(c3ccc(F)cc3)c3ccc(F)cc3)CC2)c(OC)c1OC,-2,-1,-1.0,2.1,-2,3,-9,-13,-1.5,2
COc1cc2nc(N3CCN(C(=O)[C@H]4COc5ccccc5O4)CC3)nc(N)c2cc1OC,10,-2,-0.8,7.2,-17,-9,-9,-3,-0.4,-3
COc1cc([C@H]2Oc3cc([C@H]4Oc5cc(O)cc(O)c5C(=O)[C@@H]4O)ccc3O[C@@H]2CO)ccc1O,12,-2,1.3,0.6,-5,-2,-14,-37,0.2,-4

# Further structures follow:
structure,SUMO1-SIM PPI,MsrA act,MsrA inh,LMPTP inh,NRP1-CendR mod,E coli Lon inh,Scp1 inh,DNMT1 inh,Tb MetRS inh,STEP inh
C/C=C(/C)C(=O)OC1c2c(ccc3ccc(=O)oc23)OC(C)(C)C1OC(=O)/C(C)=C\C (stereo not drawn),4,-6,0.8,4.2,3,8,10,-9,-2.3,0
Nc1c2c(nc3ccccc13)CCCC2O (stereo not drawn),-3,-3,3.6,3.2,2,0,-4,1,-0.1,3
COc1c(O)cc2c(c1O)[C@@H]1O[C@H](CO)[C@@H](O)[C@H](O)C1OC2=O (stereo partly drawn),-1,-2,0.6,-1.8,-5,-8,-10,4,-0.8,2
O=C(O)/C=C/c1ccc(O)cc1,4,-4,-0.7,-1.2,1,3,7,-5,-1.5,-2
COc1c(O)cc2c(c1O)[C@@H]1OC(CO)C(O)C(O)[C@H]1OC2=O (stereo partly drawn),1,2,-1.1,-0.4,2,7,-1,-1,-0.5,-2
CCOC(=O)NNc1nncc2ccccc12,-2,-3,1.6,-1.9,2,4,-6,3,-0.3,-4
CCCCOc1ccc(CC(=O)NO)cc1,0,0,1.1,-2.5,-11,-2,-20,3,-0.2,0
COc1ccc(-n2[nH]c3c(cnc4ccccc43)c2=O)cc1,-27,-10,2.7,4.8,4,-4,nt,-5,-0.8,3
C/C=C(/C)C(=O)O[C@@H]1c2cc(OC)c(OC)c(OC)c2-c2c(cc3c(c2OC)OCO3)C[C@H](C)[C@]1(C)O,3,0,0.1,-0.4,28*,-15,-2,-1,-0.3,2
CC12CCC(=O)C=C1CCC1C2CCC2(C)C1CC[C@]2(O)C(=O)CO (stereo partly drawn),-1,-5,1.0,-1.0,12,-4,-8,0,0.2,-2
C[C@H]1c2cccc(O)c2C(O)=C2C(=O)[C@]3(O)C(O)=C(C(N)=O)C(=O)[C@@H](N(C)C)C3[C@@H](O)C21 (stereo partly drawn),1,-5,1.5,1.4,-5,-1,14,2,-0.8,2
O=C(O)CNC(=O)c1ccccc1,1,-2,1.0&-1.5,-2.6,-23,-8,-9,5,-1.0,-2
CC[C@]1(O)C[C@@H]2CN(CCc3c([nH]c4ccccc34)[C@@](C(=O)OC)(c3cc4c(cc3OC)N(C)[C@H]3[C@@](O)(C(=O)OC)[C@H](OC(C)=O)[C@]5(CC)C=CCN6CC[C@]43[C@@H]65)C2)C1,2,0,1.2,-0.8,-3,-10,-9,-14,-1.0,-1
CC(C)(CO)C(O)C(=O)NCCCO (stereo not drawn),7,-6,0.8,-1.0,-1,0,-1,5,-1.3,-3
